DAT uptake mod – changed human dopamine transporter uptake under cocaine IC80. B-score at 10 µM. LLC-PK1 hDAT cells, [14C]-dopamine uptake with cocaine IC80; actives deviate in either direction. AID 449768. 110,000 compounds, 1.3% hits;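 active = Z score or B-score, a plate-position-corrected score, falls beyond the plate's 99.7% confidence bounds, in either direction; inactive = both scores lie inside the 99.7% bounds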;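 also: scored against the spread of the other compound wells on the same plate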
Target sequence (Q01959 whole entry, looked up): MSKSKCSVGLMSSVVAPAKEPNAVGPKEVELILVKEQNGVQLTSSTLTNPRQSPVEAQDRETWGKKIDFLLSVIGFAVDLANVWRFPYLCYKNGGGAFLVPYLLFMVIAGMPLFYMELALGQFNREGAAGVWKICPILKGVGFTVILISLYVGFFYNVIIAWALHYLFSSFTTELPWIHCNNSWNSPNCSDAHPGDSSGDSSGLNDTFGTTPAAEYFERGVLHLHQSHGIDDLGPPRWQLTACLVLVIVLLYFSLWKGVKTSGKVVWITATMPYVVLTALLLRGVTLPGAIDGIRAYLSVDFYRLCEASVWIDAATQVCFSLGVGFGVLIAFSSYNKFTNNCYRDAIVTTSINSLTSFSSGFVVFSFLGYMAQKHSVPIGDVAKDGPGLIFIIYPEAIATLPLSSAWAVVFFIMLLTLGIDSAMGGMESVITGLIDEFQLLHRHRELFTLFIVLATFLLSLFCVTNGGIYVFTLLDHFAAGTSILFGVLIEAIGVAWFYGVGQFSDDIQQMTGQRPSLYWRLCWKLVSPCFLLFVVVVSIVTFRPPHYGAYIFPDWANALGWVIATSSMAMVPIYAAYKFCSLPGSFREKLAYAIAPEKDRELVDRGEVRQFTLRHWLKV
PostGolgi ctrl – growth of the yeast control strain, post-Golgi counter-screen | 98,000 compounds, 5% hits | efflux-deficient yeast background strain, growth absorbance A615, 16 h | inhibition, % at 10 µM
S1P2 blocker – S1P2 (human) receptor antagonism | cell-based S1P2 antagonist assay, inhibition at 5 uM | 97,000 compounds, 0.21% hits | O95136 | inhibition, % at 5 µM; in the data active = inhibition above about 45%;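 also: CRE beta-lactamase reporter cells expressing human S1P2 stimulated with S1P; 0% = agonist at EC80 alone and 100% = agonist plus reference antagonist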
Target sequence (O95136 whole entry, looked up): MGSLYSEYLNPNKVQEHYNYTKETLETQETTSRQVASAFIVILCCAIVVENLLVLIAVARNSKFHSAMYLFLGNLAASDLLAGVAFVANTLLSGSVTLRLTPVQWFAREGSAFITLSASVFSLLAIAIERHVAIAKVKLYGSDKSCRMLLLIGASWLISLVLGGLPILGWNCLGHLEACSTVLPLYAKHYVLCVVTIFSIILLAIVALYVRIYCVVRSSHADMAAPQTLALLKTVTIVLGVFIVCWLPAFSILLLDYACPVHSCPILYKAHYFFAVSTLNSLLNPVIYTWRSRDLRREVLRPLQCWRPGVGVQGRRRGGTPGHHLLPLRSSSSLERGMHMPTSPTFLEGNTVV
HUVEC prolif 384 – blocks proliferation of human endothelial cells; AID 648; HUVEC proliferation, CellTiter-Glo luminescence, 72 h; hits give low values; viability, % at 10 µM (by protocol); 86,000 compounds, 1.1% hits;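 active = viability at or below 30%; inactive = viability above 30%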;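 also: 100% = median luminescence of DMSO-only cell control wells on each plate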
Lung fibro prol – blocks proliferation of human lung fibroblasts. LL 47 human lung fibroblast viability, ATP luminescence; hits give low values. viability, % at 10 µM. 85,000 compounds, 1.1% hits;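 active = viability at or below 50% in the single dose screen; inactive = viability above 50%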;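 also: compound exposure lasted 72 h before the ATP readout; 100% = median luminescence of untreated cell-only wells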
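Assay system: human lung fibroblast line LL 47, low passage. Input: 1,150 fibroblasts seeded per well. Times: overnight cell rest, 72 h compound treatment at 37 °C. Evaluation: % viability of median cell-only signal. Technique: luminescent ATP detection, CellTiter-Glo. Control set: cell-only wells, no compound.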
PostGolgi yeast – growth inhibition of a yeast mutant, post-Golgi transport screen; inhibition, % at 10 µM; 98,000 compounds, 0.9% hits; post-Golgi transport phenotypic cell assay; AID 739;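 also: yeast cells grown in 1536-well plates; yeast grown about 18 h at 30C before absorbance read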
H69AR inhibit – growth inhibitors of human H69AR lung tumor cells | H69AR lung tumor viability, ATP luminescence, 72 h; hits give low values | viability, % at 10 µM | 85,000 compounds, 6% hits | AID 598;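 active = viability at or below 40%; inactive = viability above 40%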;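 also: multidrug resistant small cell line overexpressing MRP-1 efflux transporter; 100% = mean luminescence of untreated control wells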
E coli WT exp – blocks growth of wild type E. coli BW25113; OD600 absorbance; growth inhibition, % at 100 µM; 98,000 compounds, 0.15% hits; AID 710;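 active = growth inhibition above about 50% at one test dose, limit read from the data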;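 also: growth measured after 20 h incubation at 37 °C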
S1P2 agonist – activates the human S1P2 receptor; O95136; S1P2-expressing cell line, agonist reporter read-out; activation, % at 4.5 µM; 97,000 compounds, 0.46% hits; in the data active = activation above about 16%;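 also: 0% = vehicle low control and 100% = maximal reference agonist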
Numbers without * were called inactive; . = no result given. Rule as the data show it, unless noted: active = inhibition above about 30%; inactive = the rest.

SMILES	DAT uptake mod	PostGolgi ctrl	S1P2 blocker	HUVEC prolif 384	Lung fibro prol	PostGolgi yeast	H69AR inhibit	E coli WT exp	S1P2 agonist
COc1ccc(CNC(=O)COC(=O)c2c[nH]c(=O)[nH]c2=O)cc1OC	-0.078	0.3	5.3	106.0	101.7	-6.8	89.7	-7.0	-5.9
CCn1cc(C(=O)NCc2ccco2)c(=O)c2cc(S(=O)(=O)N3CCC(C)CC3)ccc21	1.84	6.9	9.0	43.6	92.1	0.2	67.6	-6.0	-7.3
Cc1cc(C)nc(N2CCC(C(=O)NCCc3ccc(F)cc3)CC2)n1	.	8.5	8.9	.	.	-1.3	.	-2.0	-6.1
CCC1CCCCN1C(=O)CSc1nnc(-c2ccc(Cl)s2)o1 (configuration not stated)	0.545	8.1	-11.0	110.9	104.5	-6.7	72.3	-5.0	0.1
CC1CCN(CC(O)COc2ccc(F)cc2)CC1 (configuration not stated)	-0.319	2.3	3.3	109.8	116.7	-2.0	96.3	6.0	-3.7
Cc1ccc2cc(CN(CC3CCCO3)S(=O)(=O)c3ccccc3)c3nnnn3c2c1 (configuration not stated)	-0.186	.	-6.0	96.3	93.8	.	12.2*	.	-0.3
Cc1cc(=O)c2c(O)c(O)ccc2o1	0.686	0.1	3.5	83.9	83.9	-2.1	40.2	20.0	-3.7
C=CCn1c(SCC)nc(O)cc1=O	-0.28	7.0	-9.5	91.9	101.0	15.0	102.2	-7.0	-6.2
COc1ccc(C(CNC(=O)c2ccc3c(c2)C(=O)N(CCC(C)C)C3=O)N2CCOCC2)cc1 (configuration not stated)	1.29	19.3	5.0	88.6	96.0	4.1	99.7	7.0	-8.1
O=C(CSc1nc2ccccc2c(=O)n1-c1ccc(Cl)cc1)c1ccco1	-0.186	5.6	27.5	75.8	83.7	-2.9	70.3	-2.0	-2.0
O=C(c1ccc(COCC(F)(F)F)o1)N1CCCCCC1	-1.63	16.3	4.5	93.1	103.0	9.9	89.1	-3.0	-2.5
CCOC(=O)c1nnc(-c2ccc(C)cc2)nc1Oc1ccccc1Cl	-0.139	46.6*	0.3	.	.	-1.7	.	-5.0	-2.2
CCOc1ccc(NC(=O)Cn2nnc(C(=O)NCc3ccccc3OC)c2N)cc1	0.714	-7.3	12.0	94.8	99.1	-6.3	93.9	-11.0	-3.0
Cc1cc(N2CCN(C(=O)c3ccco3)CC2)n2nc(-c3cccc(F)c3)cc2n1	1.95	46.8*	5.0	83.3	104.6	-7.2	94.5	4.0	-10.5
Cc1ccc(C(C(=O)NC2CCCC2)N(Cc2ccc3c(c2)OCO3)C(=O)Cc2cccs2)cc1 (configuration not stated)	-0.64	.	-6.3	85.4	66.9	.	63.6	.	-5.6
CCc1ccccc1NC(=O)c1cnc2scc(C)n2c1=O	0.387	8.1	-11.6	92.0	91.5	-1.5	82.8	-10.0	-9.0
O=C(CCCN1CCC(c2ccccc2)C1)c1ccc2c(c1)OCCO2 (configuration not stated)	0.488	21.6	12.2	83.0	91.6	4.7	87.2	12.0	-2.3
Cc1ccc(-c2noc(CCC(=O)NCCN3CCN(Cc4ccccc4)CC3)n2)cc1	-0.794	17.2	15.6	94.3	91.3	0.2	103.3	0.0	-2.5
CCC(C)NC(=O)c1cc(OC)c(OC)c(OC)c1 (configuration not stated)	1.33	9.2	.	94.4	97.9	-4.7	89.1	0.0	.
CCOC(=O)N1CCN(S(=O)(=O)c2cccs2)CC1	-0.55	3.0	5.0	97.2	99.7	-0.2	90.1	-3.0	-0.2
CC(C)(C)CNc1cc(N2CCCC2)ccc1[N+](=O)[O-]	-1.3	8.9	-7.4	.	.	-8.5	.	-7.0	-1.7
COc1ccc(S(=O)(=O)N2CCCC(C(=O)Nc3ccc(OC)c(OC)c3)C2)cc1 (configuration not stated)	-0.0316	38.8*	15.8	84.0	94.3	11.6	64.7	-3.0	-5.6
O=C(c1ccc(F)cc1)n1ccc(-c2cnc(-c3ccccc3)s2)n1	0.0195	-2.0	-3.1	94.5	104.4	-7.8	74.0	-12.0	-0.5
COCC(=O)N(Cc1nc2ccccc2c(=O)[nH]1)Cc1cccs1	0.0766	8.5	-12.1	96.4	95.9	-4.2	90.5	-11.0	-3.4
Cc1cc(C(=O)Nc2cccc(/C=C/C(=O)O)c2)c(C)o1	0.314	1.2	16.2	.	.	-1.4	.	0.0	-4.3
COc1ccc(C(=O)Nc2cccc(OC(=O)c3ccc(C)c(C)c3)c2)cc1	.	19.5	3.1	.	.	1.6	.	-19.0	-6.3
CC(=O)Nc1ccc(NC(=O)c2c(C)nc3ccccn23)cc1	1.07	-9.5	-10.8	98.2	109.9	-5.3	95.3	3.0	-12.2
Cc1nnc(SCC(=O)Nc2sc3c(c2C#N)CCCCC3)n1N	0.67	0.1	-10.4	105.5	100.2	-11.6	88.8	9.0	-2.8
O=C1C=C(O)CC(c2ccc(Cl)c(Cl)c2)C1 (configuration not stated)	0.557	4.6	4.4	98.4	98.0	1.4	101.5	3.0	-5.5
O=C(OCn1nnc2ccccc2c1=O)C1CCN(S(=O)(=O)c2cccs2)CC1	-1.64	-3.0	.	99.2	97.0	-9.2	97.1	-12.0	.

Part of the list above, field by field.
O=C(CCCN1CCC(c2ccccc2)C1)c1ccc2c(c1)OCCO2 (configuration not stated)
  DAT uptake mod = 0.488; PostGolgi ctrl = 21.6; S1P2 blocker = 12.2; HUVEC prolif 384 = 83.0; Lung fibro prol = 91.6; PostGolgi yeast = 4.7; H69AR inhibit = 87.2; E coli WT exp = 12.0; S1P2 agonist = -2.3
COCC(=O)N(Cc1nc2ccccc2c(=O)[nH]1)Cc1cccs1
  DAT uptake mod = 0.0766; PostGolgi ctrl = 8.5; S1P2 blocker = -12.1; HUVEC prolif 384 = 96.4; Lung fibro prol = 95.9; PostGolgi yeast = -4.2; H69AR inhibit = 90.5; E coli WT exp = -11.0; S1P2 agonist = -3.4
CC(=O)Nc1ccc(NC(=O)c2c(C)nc3ccccn23)cc1
  DAT uptake mod = 1.07; PostGolgi ctrl = -9.5; S1P2 blocker = -10.8; HUVEC prolif 384 = 98.2; Lung fibro prol = 109.9; PostGolgi yeast = -5.3; H69AR inhibit = 95.3; E coli WT exp = 3.0; S1P2 agonist = -12.2

Following part:
SMILES	DAT uptake mod	PostGolgi ctrl	S1P2 blocker	HUVEC prolif 384	Lung fibro prol	PostGolgi yeast	H69AR inhibit	E coli WT exp	S1P2 agonist
O=C(Oc1ccc(=O)n(-c2ccccc2)n1)c1ccc(Cl)cc1	-0.00223	3.6	1.3	.	.	-3.5	.	-29.0	-7.0
CCN(CC)c1ccc(NC(=O)c2[nH]c(C)c(C(C)=O)c2C)c(C)c1	0.731	8.0	1.0	81.2	94.7	-1.3	87.3	0.0	-2.8
CCOc1ccc(-n2c(SCc3ccc(C(=O)OC)o3)nc3c(c2=O)SCC3)cc1	0.964	29.6	.	90.4	94.2	3.9	89.8	-7.0	.
CCOC(=O)c1nn(-c2ccccc2F)c(-c2ccccc2)c1C(=O)c1ccccc1	1.17	32.1*	10.8	.	.	7.6	.	-11.0	-5.0
O=c1c2cnn(-c3ccccc3)c2ncn1Cc1ccccn1	1.66	-1.2	10.7	106.9	115.9	-1.1	87.0	1.0	-8.3
Cc1cccc(C(=O)NC2CC3CCCC(C2)N3S(=O)(=O)c2ccccc2)c1 (configuration not stated)	0.338	9.4	-11.8	96.1	100.1	1.2	68.1	-11.0	-1.2
CCOC(=O)Cc1csc(NC(=O)C2CCCCC2C(=O)O)n1 (configuration not stated)	-0.137	5.6	-15.3	86.6	96.8	-2.2	87.2	3.0	0.7
CN(C)c1ccc(-c2nn3c(C4CCCCC4)nnc3s2)cc1	-0.0866	19.9	-1.6	89.4	97.3	-0.2	86.2	-10.0	0.4
CCOc1ccc(C(=O)NCCC(=O)NCCCC(=O)O)cc1	-0.679	16.8	8.7	102.7	100.9	5.7	97.0	-2.0	-2.6
COc1cccc(-c2nc(NCCN3CCOCC3)c3ccccc3n2)c1O	-0.297	10.9	13.7	68.3	78.7	-2.8	8.3*	-3.0	1.1
COc1oc(-c2ccc(Cl)cc2)nc1C(F)(F)F	-0.314	.	25.8	98.9	92.7	.	99.9	.	-6.0
Cc1cc(C)c2nc(N3CCN(C)CC3)c(C#N)cc2c1	1.33	4.4	15.6	72.8	93.6	-2.9	91.3	7.0	-6.7
COc1ccc(-n2c(COc3ccc(C)cc3)nnc2SCc2ccc(C#N)cc2)cc1	0.876	15.3	13.2	94.5	94.7	-0.8	86.8	-13.0	-10.2
Cc1[nH]c2ccccc2c1SCCNC(=O)c1ccc(Br)o1	-0.313	.	-23.8	77.2	106.4	.	97.0	.	-7.8
COCCN=C1Sc2nc3ccc(C)cc3cc2CN1Cc1ccco1	3.17*	4.2	-11.5	.	.	5.0	.	-2.0	-2.0
CN(Cc1ccccc1)S(=O)(=O)c1ccc(NC(=O)C2CCCO2)cc1 (configuration not stated)	0.633	1.5	.	100.5	96.2	-3.2	80.3	-7.0	.
CCc1nnc(NC(=O)c2c(C)nn(-c3ccccc3)c2Cl)s1	1.09	12.3	5.0	102.5	113.1	3.5	95.7	-6.0	-0.3
CC(=O)N1CCC2(CC1)C(C#N)=C(N)Oc1n[nH]c(C)c12	-0.833	0.1	.	105.8	99.0	5.7	100.2	8.0	.
O=C1CCc2cc(S(=O)(=O)N3CCC(C(=O)NCCC4=CCCCC4)CC3)ccc2N1	0.665	4.3	5.4	92.7	97.3	-7.4	85.5	-3.0	-1.1
O=C(c1ccc(F)cc1)N1CCC(N2CCOCC2)CC1	-0.16	10.6	0.3	100.6	102.6	-5.8	91.8	5.0	-5.0
CN1CCN(CC#CC(C)(O)C2CC3C=CC2C3)CC1 (configuration not stated)	0.00305	-3.0	.	85.1	91.9	-0.3	93.9	5.0	.
CCOC(=O)c1cccc(NC(=O)CSc2nnc(CNc3ccc(C)cc3)n2CC)c1	0.0278	6.8	9.4	88.2	109.1	20.4	90.0	-7.0	-1.8
O=C(CCCN1C(=O)c2ccccc2C1=O)NCCC1=CCCCC1	0.196	27.4	7.3	120.6	103.8	12.8	98.9	-3.0	-8.5
COc1ccc(NC(=O)N2CCc3ccccc32)cc1	0.51	-3.8	-3.2	80.9	96.8	-12.3	73.8	2.0	-3.3
COCc1nc2ccccc2n1CCOc1ccccc1OC	-0.066	5.0	7.8	100.3	96.4	-4.7	96.3	1.0	-11.4
COc1cc(C(=O)NCCC(=O)NCCCN2CCCCC2)cc(OC)c1OC	1.4	0.6	.	108.9	97.1	-0.1	87.9	-6.0	.
CN(c1ccccc1C(=O)O)S(=O)(=O)c1ccc2c3c(cccc13)C(=O)N2	-0.839	6.3	15.1	98.2	97.2	-1.0	89.5	7.0	-0.1
CCCc1nn(C(=O)c2ccccc2)c2c1C(=O)CC(C)(C)C2	0.00609	5.5	-10.7	93.4	101.2	-3.6	91.1	-7.0	-3.5
O=C(NCCCN1CCC(Cc2ccccc2)CC1)C1CCN(S(=O)(=O)N2CCOCC2)CC1	0.819	5.5	13.7	95.0	94.4	-1.4	94.2	3.0	-3.4
CCOc1ccccc1NC1=CC(=O)CC(c2ccccc2)C1 (configuration not stated)	-0.271	4.5	9.0	.	.	7.8	.	6.0	-3.6
CC(C)(C)N(NC(=O)Nc1ccc(Cl)cc1)C(=O)c1ccccc1	-0.518	2.2	5.3	.	.	-2.3	.	-8.0	-10.3
Cc1ccc(S(=O)(=O)c2c(N)n(CCN3CCOCC3)c3nc4ccccc4nc23)cc1C	0.0637	2.5	4.3	97.1	91.3	26.6	71.2	-5.0	-4.8
CCCC(c1nnnn1CCC(C)C)N1CCC(C(N)=O)CC1 (configuration not stated)	-0.386	3.7	9.7	.	.	5.5	.	4.0	-0.2
CCN(C(=O)CSc1nnc(Cc2cccc3ccccc23)n1N)C1CCS(=O)(=O)C1 (configuration not stated)	-0.0786	9.8	-5.9	95.4	100.8	0.5	87.1	8.0	-9.8
O=C(CSc1nc(C2CC2)nc2ccccc12)N1CCc2ccccc2C1	.	67.7*	-0.4	.	.	-6.3	.	-20.0	-3.0
CCC(=O)N1CCc2cc(S(=O)(=O)NCCCOC)ccc21	0.602	5.8	5.6	93.6	96.6	4.0	93.5	-1.0	-9.8

Compound activity (PubChem)
